Statin myotox sup: suppressors of statin myotoxicity in C2C12 myotubes, primary screen, cell-based, single point, plate reader; hit rate 0.78% among 330,000; C2C12 myotubes + simvastatin, ATP luminescence, 48 h; scaled: DMSO 0, geranylgeraniol control 100; rescue of ATP level, % at 7.49 µM;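 active = mean ATP rescue above about 67%, or every replicate alone reaching that limit, limit read from the data, passing the limit was not always enough; inconclusive = no clear call, values can overlap the other calls; inactive = mean under the limit and some replicate under it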;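 note: myotubes were challenged with 10 µM simvastatin during compound exposure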
esBAF inh: Bmi1 luciferase reporter increase in mESCs, primary screen, esBAF inhibitor project, mouse ES cells, Bmi1 luciferase knock-in, single point; 24 h; 100% = twice the neutral-well signal; reporter increase, % at 12.5 µM; hit rate 2% among 350,000; AID 602393, 2012; in the data active = activation above about 40%; inconclusive = no clear call, values can overlap the other calls;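 note: 0% = median of the plate's neutral control wells and 100% = double that signal; a rise in the Bmi1 reporter signal indicates esBAF inhibition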
* = called active by the depositor. An excerpt; count on the stated rates, not on these rows.

What do the screens show for `CCOC(=O)C1=C(C2=CCCCC2)c2ccc(OC)cc2N(S(=O)(=O)C(F)(F)F)C1C(=O)OCC` (centres undefined)?
Statin myotox sup: 1; esBAF inh: 4

How did CCCn1c(SCC(=O)NC(C)C23CC4CC(CC(C4)C2)C3)n[nH]c1=O (centres undefined) do in these assays?
Statin myotox sup: 4; esBAF inh: -1

What do the screens show for `O=C(CSc1nnnn1-c1ccc2c(c1)OCCO2)OC1CCCCC1`?
Statin myotox sup: 4; esBAF inh: 38

Results for CCOC(=O)C1CCCN(C(=O)CCC(=O)Nc2ccc3nc(N4CCOCC4)cc(C)c3c2)C1 (centres undefined) ?
Statin myotox sup: 18; esBAF inh: 0

What do the screens show for `NC(=O)Cc1cn(-c2ncc(C(F)(F)F)cc2Cl)c2ccccc12`?
Statin myotox sup: -10; esBAF inh: -6

What do the screens show for `COc1ccc(C)cc1NC(=O)CSc1nnc(CC(=O)Nc2ccccc2C)n1C`?
Statin myotox sup: 3; esBAF inh: -3

What do the screens show for `Cc1ccc(/C=C/c2ccc(=O)n(Cc3ccc(Cl)cc3Cl)n2)cc1`?
Statin myotox sup: 2; esBAF inh: -2

Results for O=C(CCN1C(=O)c2ccccc2S1(=O)=O)Nc1nc2c(s1)CCCC2 ?
Statin myotox sup: -16; esBAF inh: inconclusive

How did CCOC(=O)COc1ccc2c(c1)C(=O)CC1(CCCCC1)O2 do in these assays?
Statin myotox sup: -1; esBAF inh: -6

What do the screens show for `FC(F)Oc1ccc(/C=N/c2c(-c3ccc(OC(F)F)cc3)nc3n2CCS3)cc1`?
Statin myotox sup: 1; esBAF inh: 16

What do the screens show for `CC(C)CNC(=O)c1cccc(C(=O)NCC(C)C)c1`?
Statin myotox sup: -35; esBAF inh: -4

What do the screens show for `O=[N+]([O-])c1c(NCCO)cc(Sc2nc3ccccc3s2)c2nonc12`?
Statin myotox sup: -207; esBAF inh: 1

How did O=S(=O)(c1ccc2c(c1)OCCO2)N1CCN(Cc2ccccc2)CC1 do in these assays?
Statin myotox sup: 7; esBAF inh: 4

Results for O=C(NC(Cc1ccccc1)C(=O)O)c1ccc(S(=O)(=O)N2CCCC2)cc1 (centres undefined) ?
Statin myotox sup: -1; esBAF inh: 9

What do the screens show for `CCn1c(SCC(=O)c2cc(C)n(C)c2C)nnc1-c1ccccc1`?
Statin myotox sup: -5; esBAF inh: 11

What do the screens show for `Cc1ccsc1C(=O)N/N=C/C=C/c1ccccc1[N+](=O)[O-]`?
Statin myotox sup: inconclusive; esBAF inh: 45*

What do the screens show for `CCOC(=O)c1ccc(NC(=O)CSc2nnc(COc3ccccc3)n2C)cc1`?
Statin myotox sup: -5; esBAF inh: 0

How did COC(=O)c1ccc(Oc2nc3c(c(=O)n(C)c(=O)n3C)n2CCC(C)C)cc1 do in these assays?
Statin myotox sup: -9; esBAF inh: -7

What do the screens show for `CCN1C(=O)CC(N2CCN(C(c3ccccc3)c3ccccc3)CC2)C1=O` (centres undefined)?
Statin myotox sup: 12; esBAF inh: -2

What do the screens show for `O=C(CSCc1ccccc1Cl)NNC(=O)c1ccccc1`?
Statin myotox sup: -3; esBAF inh: 4

What do the screens show for `CC(C(=O)NCc1cccs1)n1cccc1` (centres undefined)?
Statin myotox sup: -6; esBAF inh: 3

How did CCSc1nnc(NC(=O)c2csc3c2CCCC3)s1 do in these assays?
Statin myotox sup: -47; esBAF inh: 6

What do the screens show for `CCn1c(=O)n(CC(=O)N(C)Cc2ccccc2)c(=O)c2ccccc21`?
Statin myotox sup: 2; esBAF inh: 5

How did Cc1cccc2cc(CN(Cc3ccco3)C(=O)c3ccncc3)c(=O)[nH]c12 do in these assays?
Statin myotox sup: -6; esBAF inh: 2

Results for CN(Cc1ccccc1)C(=O)c1[nH]cnc1C(=O)N[C@@H](CCCCNC(=O)OC(C)(C)C)C(=O)OC(C)(C)C ?
Statin myotox sup: 7; esBAF inh: -1

Results for CCn1c(=O)cc(SCC(=O)N2CCOCC2)c2ccccc21 ?
Statin myotox sup: 19; esBAF inh: -10

How did Cc1nnc(SCSc2nnc(C)s2)s1 do in these assays?
Statin myotox sup: 12; esBAF inh: -5

Results for CCOC(=O)N1CCN(C(=O)c2ccc(Cl)c(S(=O)(=O)Nc3ccccc3)c2)CC1 ?
Statin myotox sup: -8; esBAF inh: -4

Results for N#Cc1c(NC(=O)Cn2cnc3ccccc3c2=O)oc(-c2ccccc2)c1-c1ccccc1 ?
Statin myotox sup: -1; esBAF inh: -11

What do the screens show for `CCc1c(C(=O)O)[nH]c2ccc(Br)cc12`?
Statin myotox sup: -7; esBAF inh: 5

What do the screens show for `C=CCn1c(N)c(S(=O)(=O)c2cccs2)c2nc3ccccc3nc21`?
Statin myotox sup: 3; esBAF inh: 12

What do the screens show for `Cc1cccc(Oc2cc(NC(=O)c3ccccc3)cc([N+](=O)[O-])c2)c1`?
Statin myotox sup: 8; esBAF inh: 0

What do the screens show for `CCCn1nc(C(=O)N2CCc3ccccc3C2)c2ccccc2c1=O`?
Statin myotox sup: 3; esBAF inh: 6

How did CCCn1c(SCC(=O)NC)nnc1C(C)C do in these assays?
Statin myotox sup: -2; esBAF inh: -4

Results for CN(Cc1ccccc1)Cc1c(F)cccc1F ?
Statin myotox sup: 2; esBAF inh: 4

How did O=C(Nc1ccccc1)Nc1ccc2snnc2c1 do in these assays?
Statin myotox sup: 6; esBAF inh: 32

How did O=S(=O)(Nc1cccc(C(F)(F)F)c1)c1cccnc1 do in these assays?
Statin myotox sup: 25; esBAF inh: 3

How did CCN(CC)C(=O)c1cn(CC)c(=O)c2cc(OC)c(OC)cc12 do in these assays?
Statin myotox sup: 3; esBAF inh: 1

How did Cn1nccc1NC(=O)Nc1ccccc1 do in these assays?
Statin myotox sup: 4; esBAF inh: -6

What do the screens show for `Cc1nnc(NC(=O)C2CCCN(S(=O)(=O)c3ccccc3C(F)(F)F)C2)s1` (centres undefined)?
Statin myotox sup: -4; esBAF inh: 0

Results for CCC(C)NC(=O)c1cn(-c2cccc(C)n2)cn1 (centres undefined) ?
Statin myotox sup: -3; esBAF inh: 27

What do the screens show for `COc1ccc2[nH]c(=O)c(CN(C(=O)C3CCCO3)c3ccc(C)cc3)cc2c1` (centres undefined)?
Statin myotox sup: 24; esBAF inh: 29

Results for CCCn1c(N)c(Sc2ccc(Cl)cc2)c(=O)n(CCC)c1=O ?
Statin myotox sup: 6; esBAF inh: -8

How did O=C(O)c1ccc(NC(=O)c2cccc(NC(=O)c3cccs3)c2)cc1 do in these assays?
Statin myotox sup: 1; esBAF inh: -5

How did c1cc(-c2noc(CC3CCCCC3)n2)ccn1 do in these assays?
Statin myotox sup: 147*; esBAF inh: 33

What do the screens show for `CCOC(=O)CSc1nnc(Cc2cc(=O)[nH]c(=O)[nH]2)n1-c1ccc(Cl)cc1`?
Statin myotox sup: 0; esBAF inh: -7

Results for Cc1c(C(=O)Nc2cccc3cccnc23)oc2ccccc12 ?
Statin myotox sup: 3; esBAF inh: 34

What do the screens show for `CO/N=C/NC(=O)NOCc1ncc(C(F)(F)F)cc1Cl`?
Statin myotox sup: -9; esBAF inh: -3

How did COc1ccccc1N1CCN(C(=O)C2CCCO2)CC1 (centres undefined) do in these assays?
Statin myotox sup: -7; esBAF inh: 6

What do the screens show for `N#Cc1nc(Cc2ccccc2)oc1NCc1ccccc1Cl`?
Statin myotox sup: 21; esBAF inh: -31

Results for COc1ccc(C)cc1NC(=O)c1ccoc1C ?
Statin myotox sup: -1; esBAF inh: -6

Results for COC(=O)c1ccccc1N1C(=O)C2C(C1=O)[C@H]1C=C[C@@H]2C1 (some centres undefined) ?
Statin myotox sup: 9; esBAF inh: -3

How did CCN1CCN(Cc2ccccc2NC(=O)Nc2ccc(C)cc2)CC1 do in these assays?
Statin myotox sup: -10; esBAF inh: 43*

How did COC(=O)c1cc2c(cc1NC(=O)CSCCc1ccccn1)OCO2 do in these assays?
Statin myotox sup: 6; esBAF inh: -2

What do the screens show for `Cc1ccc(CNC(=O)CCCn2c(=O)c3ccccc3n(CC(=O)NCc3ccco3)c2=O)cc1`?
Statin myotox sup: 5; esBAF inh: -13

How did COC(=O)C1ON2OC(C(=O)OC)C(C(=O)OC)C2C1CC(C)=O (centres undefined) do in these assays?
Statin myotox sup: -11; esBAF inh: -5

Results for CCCCn1c(N)nc2ccccc21 ?
Statin myotox sup: -14; esBAF inh: -4

Results for CCCC(=O)NCCCc1nc2ccccc2n1CCC ?
Statin myotox sup: 9; esBAF inh: -2

Results for COc1cc(-c2nc(S(=O)(=O)c3ccc(C)cc3)c(N(C)C)o2)cc(OC)c1OC ?
Statin myotox sup: 8; esBAF inh: -9

What do the screens show for `CC1CCc2c(sc3ncnc(NCCCOC(C)C)c23)C1` (centres undefined)?
Statin myotox sup: -6; esBAF inh: 14

By substructure, the compounds so far containing a cyano group.
Results for N#Cc1c(NC(=O)Cn2cnc3ccccc3c2=O)oc(-c2ccccc2)c1-c1ccccc1 ?
Statin myotox sup: -1; esBAF inh: -11

What do the screens show for `N#Cc1nc(Cc2ccccc2)oc1NCc1ccccc1Cl`?
Statin myotox sup: 21; esBAF inh: -31

Additional records.
Results for CC1Oc2ccc(C#N)cc2N(Cc2ccc(F)cc2)C1=O (centres undefined) ?
Statin myotox sup: 23; esBAF inh: -11

What do the screens show for `CCOc1ccc(C(=O)c2cc([N+](=O)[O-])ccc2Cl)cc1`?
Statin myotox sup: 10; esBAF inh: 3

What do the screens show for `CCC(=O)c1cc2c(C)cc(=O)oc2c(C)c1O`?
Statin myotox sup: -9; esBAF inh: -10

Results for N/C(CC(=O)NCCOc1ccccc1)=N\O ?
Statin myotox sup: -1; esBAF inh: 3

What do the screens show for `O=c1c2ccccc2ncn1-c1cccc(Cl)c1`?
Statin myotox sup: 0; esBAF inh: 2

How did Cc1onc(-c2ccccc2)c1C(N)=O do in these assays?
Statin myotox sup: -2; esBAF inh: -6

What do the screens show for `CCn1cc(/C=C(\NC(=O)c2ccccc2F)C(=O)N2CCCC2)c2ccccc21`?
Statin myotox sup: 12; esBAF inh: 7

What do the screens show for `O=C(Nc1cc(S(=O)(=O)N2CCOCC2)ccc1Cl)c1cc([N+](=O)[O-])ccc1Cl`?
Statin myotox sup: -14; esBAF inh: 2

How did CCCC(=O)C1=C(O)C(C(=O)OC)C(C)(C)CC1=NC (centres undefined) do in these assays?
Statin myotox sup: 3; esBAF inh: -10

What do the screens show for `Cc1ccnc(NC(=O)COc2ccc3oc4c(c3c2)CCCC4)c1`?
Statin myotox sup: 4; esBAF inh: 13

What do the screens show for `COc1ccccc1C(=O)N1CCN=C1SC`?
Statin myotox sup: -7; esBAF inh: -3

What do the screens show for `Cc1csc(NC(=O)Cn2cnnn2)n1`?
Statin myotox sup: -8; esBAF inh: -7

Grouped by structure: the entries above containing two or more sulfur atoms
Results for O=C(CCN1C(=O)c2ccccc2S1(=O)=O)Nc1nc2c(s1)CCCC2 ?
Statin myotox sup: -16; esBAF inh: inconclusive

What do the screens show for `O=[N+]([O-])c1c(NCCO)cc(Sc2nc3ccccc3s2)c2nonc12`?
Statin myotox sup: -207; esBAF inh: 1

How did CCSc1nnc(NC(=O)c2csc3c2CCCC3)s1 do in these assays?
Statin myotox sup: -47; esBAF inh: 6

How did Cc1nnc(SCSc2nnc(C)s2)s1 do in these assays?
Statin myotox sup: 12; esBAF inh: -5

What do the screens show for `C=CCn1c(N)c(S(=O)(=O)c2cccs2)c2nc3ccccc3nc21`?
Statin myotox sup: 3; esBAF inh: 12

What do the screens show for `Cc1nnc(NC(=O)C2CCCN(S(=O)(=O)c3ccccc3C(F)(F)F)C2)s1` (centres undefined)?
Statin myotox sup: -4; esBAF inh: 0

Going on with the list:
Results for O=C(Nc1ccc(F)cc1)N(Cc1ccco1)Cc1cc2cc3c(cc2[nH]c1=O)OCO3 ?
Statin myotox sup: -6; esBAF inh: 5

How did CC1(C)Cn2c(nnc2-c2cccc(O)c2)S1 do in these assays?
Statin myotox sup: 4; esBAF inh: -6

What do the screens show for `Nc1nonc1NC(=O)CSc1nc2ccccc2s1`?
Statin myotox sup: 5; esBAF inh: 7

How did CCCC(=O)Nc1ccccc1-c1nnn(CC(=O)Nc2ccc(OC)cc2)n1 do in these assays?
Statin myotox sup: -5; esBAF inh: -1

Results for CSc1nc(NC(C)(C)C)nc(N2CCOCC2)n1 ?
Statin myotox sup: -1; esBAF inh: -2

How did NC(=O)C1(N2CCCCC2)CCN(c2nc(-c3ccc(Br)cc3)cs2)CC1 do in these assays?
Statin myotox sup: 0; esBAF inh: 8

How did O=C(CSc1ccccn1)N1CCN(c2ccc(Cl)cc2)CC1 do in these assays?
Statin myotox sup: -1; esBAF inh: 1

What do the screens show for `O=C(c1ccccc1C(=O)N1CCN(c2ccccc2F)CC1)N1CCN(c2ccccc2F)CC1`?
Statin myotox sup: 12; esBAF inh: 3

What do the screens show for `CCOC(=O)C1CCCN(c2cc(C)nc3cc(-c4ccc(Cl)cc4)nn23)C1` (centres undefined)?
Statin myotox sup: 14; esBAF inh: 20

Results for CCOC(=O)c1c(CN2CCCCC2)oc2ccc(O)cc12 ?
Statin myotox sup: 1; esBAF inh: -4

How did Cc1nc(N)sc1-c1nnc(SCC(=O)Nc2ccccc2C(F)(F)F)n1C do in these assays?
Statin myotox sup: 142*; esBAF inh: -3

Results for COc1ccc(N=Nc2cnc(C)nc2-c2ccccc2)cc1 ?
Statin myotox sup: -15; esBAF inh: -5

What do the screens show for `Cc1cc(-c2ccccc2)n2nc(C)c(-c3ccccc3)c2n1`?
Statin myotox sup: -40; esBAF inh: 29

What do the screens show for `O=C(CN1CC(=O)Oc2ccccc21)NCc1ccco1`?
Statin myotox sup: 41; esBAF inh: 8

Results for O=C1CSC(c2cccnc2)N1C1CCCCC1 (centres undefined) ?
Statin myotox sup: 13; esBAF inh: -5
